High-throughput results deposited in PubChem by National Center for Advancing Translational Sciences (NCATS).
Lipid storage S3 = qHTS Assay for Lipid Storage Modulators in Drosophila S3 Cells | Potency in µM for hits, for the others lipid storage change, negative = inhibition, % at the top dose, mostly 46.1 µM | AID 2685 | Drosophila S3 cells, BODIPY lipid droplet fluorescence, 18-24 h; cells fed with added oleic acid | 320,000 tested, 0.64% active; active means well fitted inhibition curve with a large enough effect in the signal ratio, with a control signal flat, not every such curve was filed as active; inconclusive means small, poorly fitted or top-dose-only effect, or effect the other way, or a change in a side signal; the % refers to the signal ratio
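Drosophila S3 cells got compounds at several concentrations plus oleic acid (400 uM solution). Laser-scanning cytometry with 488 nm excitation read lipid droplets at 500-530 nm and cells at 575-640 nm. Percent activity was relative to 20 uM Triacsin C.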
Lipid storage S3 cell count max = recorded beside Lipid storage S3, whose call it bears; cell number change, %; measured here: cell count max response;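 cells counted by Cell Tracker Red CMTPX staining in the red channel; peak over a dose series mostly up to 46.1 µM; percent activity relative to internal control wells on each plate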
Starred values were filed as active, the others as inactive; i = inactive; ? = inconclusive; nt = no result given. On the % scale 0 is the no-effect control and ±100 the full control effect; potency means the concentration at half of the fitted maximal effect. This is a subset (hit frequency here may not be typical).

A first look, 3 compounds:
Molecule	Lipid storage S3	Lipid storage S3 cell count max
COc1ccc(-c2nn(-c3ccccc3)cc2/C=C/C(=O)OCC(=O)Nc2cccc(C#N)c2)cc1	?	nt
CCOc1ccccc1-n1nnnc1SCc1nc2ccccc2s1	?	nt
CCN(CC)c1ccc(NC(=O)Cn2cc3c(n2)CCC(C)C3)c(C)c1 (configuration not stated)	?	nt

The list itself, from the first entry:
Molecule	Lipid storage S3	Lipid storage S3 cell count max
COc1ccc(-c2nn(-c3ccccc3)cc2/C=C/C(=O)OCC(=O)Nc2cccc(C#N)c2)cc1	?	nt
CCOc1ccccc1-n1nnnc1SCc1nc2ccccc2s1	?	nt
CCN(CC)c1ccc(NC(=O)Cn2cc3c(n2)CCC(C)C3)c(C)c1 (configuration not stated)	?	nt
O=C(O)Cc1sc(-c2cccnc2)nc1-c1ccc(Br)cc1	-9%	nt
O=C(NCC1CC1)Nc1cccc(C(F)(F)F)c1	0%	-10
COC(=O)c1cc(S(=O)(=O)NCc2ccc(F)cc2)cn1C	i	19
Cn1c(CC(=O)Nc2ccc(Cl)c(Cl)c2)n[nH]c1=S	28%	14
COc1ccccc1N1CCN(c2nc3ccccn3c(=O)c2C=O)CC1	?	nt
C/C(=N\NC(=O)c1cccc2ccccc12)c1ccccn1	?	nt
O=C(Sc1nnc(-c2ccccc2)o1)N1c2ccccc2Sc2ccccc21	?	nt
O=C(COC(=O)c1nc(Cl)ccc1Cl)NNC(=O)c1cccs1	?	nt
CCOCCn1c(N2CCN(c3ccc(OC)cc3)CC2)nc2c1c(=O)n(C)c(=O)n2C	?	nt
Cc1c(Cl)cccc1NC(=O)Nc1cc(C(C)(C)C)on1	?	nt
CCOC(=O)/C=C1\SCC(=O)N1CC(=O)NC(c1ccccc1)c1ccccc1	?	nt
Cc1nnc(SCc2cc(=O)[nH]c(=S)[nH]2)s1	-16%	nt
CCn1c(SCC(=O)NC2CCCc3ccccc32)nnc1-c1cccs1 (configuration not stated)	10%	nt
COc1ccc(-c2cc(C(=O)OCC(=O)NC(C)(C)C)c3ccccc3n2)cc1	i	nt
CC(=O)N1CCN(C(=O)c2cc(-c3cccc4ccccc34)nc3ccccc23)CC1	0%	nt
COc1ccc(C(=O)N/C(=C/c2ccc(Cl)cc2)C(=O)Nc2ccc(C(=O)O)cc2)cc1	13%	-8
CCn1c(NC(=O)c2nn(C)cc2Br)nc2ccccc21	20%	-1
COc1ccc(N2CCC(CNC(=S)Nc3cccc(OC)c3)C2)cc1 (configuration not stated)	17%	3
CCN(C(=O)CSc1nnc(-c2ccncc2)o1)c1ccccc1	?	nt
COc1nccnc1NS(=O)(=O)c1ccc(NC(=O)c2ccc(F)cc2)cc1	i	-8
Cc1ccc(-n2nc(C(=O)O)cc2-c2ccc(Cl)cc2)cc1	19%	20
COc1ccc(Br)cc1C(=O)Nc1ccc(NC(=O)c2ccco2)cc1	?	nt
CCCCOc1ccc(Cc2cnc(N)nc2N)cc1	?	nt
COc1cccc2cc(-c3n[nH]c(=S)n3C)oc12	-4%	-10
COc1ccc(C2CC(=O)C=C(NCCC(C)C)C2)cc1 (configuration not stated)	?	nt
CCOC(=O)/C(=N\Nc1cc(C(F)(F)F)ccc1Cl)N(CC)CC	i	nt
CCOCCCNc1nc(C(F)(F)F)nc2c1nnn2Cc1ccccc1Cl	9%	-12
O=C(NCc1ccco1)Nc1cccc([N+](=O)[O-])c1	?	nt
COc1ccc(CCNC(=O)CCNS(=O)(=O)c2cccc3nsnc23)cc1OC	?	nt
Cc1cc(OCCCCCn2ccnc2)cc(C)c1Cl	1%	1
COCCn1c(=O)c2c(nc3n2CC(C)CN3CCc2ccccc2)n(C)c1=O (configuration not stated)	i	-17
CCCCC(O)(c1ccccc1)C(CN1CCOCC1)c1ccccc1 (configuration not stated)	?	nt
O=C(O)/C=C/C(=O)NC1CCS(=O)(=O)C1 (configuration not stated)	?	nt
Cc1c(OCC(=O)C(C)(C)C)ccc2c3c(c(=O)oc12)CCCC3	9%	14
Cc1cccc(N(CC(=O)N2CCN(C)CC2)S(=O)(=O)c2ccccc2)c1	?	nt
Cc1ccccc1NC1=C(Cl)C(=O)OC1NC(=O)c1ccccc1 (configuration not stated)	i	nt
CC(C)[C@H](NC(=O)c1ccccc1)C(=O)OCC(=O)N1CCCCCC1	?	nt
COC(=O)c1cn(NC(=O)c2cccc(F)c2)c(=O)c2ccccc12	-1%	16
CCC(C)NC(=S)N1CCN(C)CC1 (configuration not stated)	?	nt
CCN1CCN(c2ccc(S(=O)(=O)N3CCOCC3)cc2NC(=O)/C=C/c2ccc(OC)c(OC)c2)CC1	?	nt
O=C(c1cccc(Cl)c1)N1CCC(C(=O)N2CCN(Cc3ccccc3)CC2)CC1	?	nt
CCCCCCC(=O)Nc1nc(C)c(-c2csc(Nc3cccc(OC)c3)n2)s1	?	nt
Cc1ccc(N2C(=O)c3ccccc3NC2(C(=O)O)c2ccccc2)cc1Cl (configuration not stated)	?	nt
Cc1ccc(C(=O)Nc2ccc(S(=O)(=O)NC3=NCCCCC3)cc2)c(C)c1	?	nt
Cc1csc(N(C(=O)c2cccc(S(=O)(=O)N(C)C)c2)c2ccccc2)n1	?	nt
COc1ccc(C(=O)NC2CCCc3c2cnn3-c2cc(F)cc(F)c2)c(OC)n1 (configuration not stated)	?	nt
N#CCC(=O)N/N=C/c1ccc(Cl)cc1	15%	16
COc1cnc(-c2ccccc2)nc1Oc1ccc(C(C)(C)C)cc1	?	nt
Cc1cccc(NC(=O)CCNC(=O)c2ccc(Br)cc2)c1	?	nt
CCC(CC)C(=O)Nc1cccc(C(=O)N2CCCCCC2)c1	?	nt
CN1C(=O)/C(=C2\SC(=S)N(CCCCCC(=O)O)C2=O)c2ccccc21	?	nt
OCCCNc1ncnc2sc(-c3ccccc3)cc12	4%	23
COC(=O)c1ccc(COc2c(F)c(F)cc(F)c2F)o1	3%	4

More records
Molecule	Lipid storage S3	Lipid storage S3 cell count max
COC(=O)c1ccccc1OCC(=O)NC1CCCCC1	?	nt
COc1cc2ccccc2cc1C(=O)Nc1ccc(NC(=O)c2cccs2)cc1	?	nt
Cc1ccccc1N1C(=O)CC2(CCCC2)CC1=O	-10%	4
CCn1cc(CNC(=O)c2ccc3nc(Cc4ccc(OC)cc4)oc3c2)cn1	i	nt
COc1cccc(Oc2cncnc2-c2ccc(OC)cc2O)c1	?	nt
Cc1csc2nc(NC(=O)c3ccccc3)sc(=O)c12	?	nt
Cc1c(NC(=O)C(C)OC(=O)COc2ccccc2)c(=O)n(-c2ccccc2)n1C (configuration not stated)	-5%	11
Cc1ccc(NC(=O)c2sc3nc(N4CCOCC4)c4c(c3c2N)CC(C)(C)OC4)cc1	27%	nt
Cc1ccccc1NC(=O)CN1C(=O)N/C(=C\c2ccc(N3CCOCC3)c(F)c2)C1=O	9%	-7
COc1ccc(NC(=O)Cc2nnc(SCC(=O)NC3=NCCS3)n2C)cc1	?	nt
CCN(CC)S(=O)(=O)c1ccc(NS(=O)(=O)c2ccc3oc(=O)[nH]c3c2)cc1	?	nt
CN(CC(=O)NCCc1ccc(F)cc1)CC(=O)Nc1ccc(F)c(F)c1F	?	nt
Cc1ccc(C)c(S(=O)(=O)N2CCN(C(=O)c3ccc(C)s3)CC2)c1	-9%	6
COc1ccc(/C=C(/NC(=O)c2ccccc2OC)C(=O)Nc2ccc(C(=O)O)cc2)cc1	?	nt
CCCCNC(=O)c1c(N)n(/N=C/c2ccccn2)c2nc3ccccc3nc12	?	nt
COc1cccc(CN(C)C(=O)c2cc(-c3ccc(F)cc3)nc3ccccc23)c1	?	nt

Other structures follow:
The line under a structure holds: Lipid storage S3	Lipid storage S3 cell count max
> COc1ccc(NC(=O)CN(C)CC(=O)c2c(C)[nH]c3ccccc23)cc1
→ -10%	-4
> CC(C)(C)C(=O)Nc1ccc(C(=O)COC(=O)C2CC2)cc1
→ ?	nt
> CCCc1nc(SC)[nH]c(=O)c1C
→ -1%	25
> CCS(=O)(=O)c1nc(S(=O)(=O)c2ccc(Cl)cc2)c(N2CCC3(CC2)OCCO3)s1
→ ?	nt
> COc1ccc(C(=O)NC(C)c2nnc(SCC(=O)NC3=NCCS3)n2C)cc1 (configuration not stated)
→ i	nt
> COc1ccc(S(=O)(=O)Nc2ccccn2)cc1
→ ?	nt
> COc1ccccc1Nc1nnc(SCC(=O)NC(=O)Nc2ccc3c(c2)OCCO3)s1
→ 2%	-7
> N#C/C(=C/c1ccccc1[N+](=O)[O-])c1nnc2n1CCCCC2
→ -12%	5
> Cc1ccc(OCC(=O)N2N=C(C(F)(F)F)CC2(O)C(C)(C)C)cc1C (configuration not stated)
→ ?	nt
> O=C(CCn1nc(-c2ccc(Cl)cc2)c2ccccc2c1=O)NN1CCOCC1
→ 7%	2
> Clc1ccccc1C1CC(c2ccccc2)Nc2ncnn21 (configuration not stated)
→ ?	nt
> CCOc1ccc2nc(/N=C/c3nc(-c4ccc(Br)cc4)oc3O)sc2c1
→ -6%	-7
> Cc1ccc2c(c1)CCCN2C(=O)Nc1ccc2c(c1)OCO2
→ i	-9
> CCCCc1ccc(NC(=S)N2CCN(C(=O)c3ccco3)CC2)cc1
→ ?	nt
> Cc1cccc(C)c1-n1cccc1/C=C1\SC(=S)N(c2cccc(C(=O)O)c2)C1=O
→ 7%	nt
> COc1ccccc1CCNS(=O)(=O)c1ccc(C(=O)O)n1C
→ -13%	2
> Cc1ccc(O)c(NC(=O)c2noc(C(C)C)c2[N+](=O)[O-])c1
→ 9%	7
> Cc1ccc(N)cc1-n1c(C)ccc1C
→ i	-7
> CCOc1ccc(/C(CCC(=O)O)=N/NC(=S)NC(C)C)cc1
→ ?	nt
> O=S(=O)(c1ccc(F)cc1)N1CCN(Cc2nnc(-c3ccccc3)o2)CC1
→ -26%	2

Fetched one by one from the entries so far, three records:
The line under a structure holds: Lipid storage S3	Lipid storage S3 cell count max
> COc1ccccc1Nc1nnc(SCC(=O)NC(=O)Nc2ccc3c(c2)OCCO3)s1
→ 2%	-7
> COc1ccc(C(=O)NC(C)c2nnc(SCC(=O)NC3=NCCS3)n2C)cc1 (configuration not stated)
→ i	nt
> CCCc1nc(SC)[nH]c(=O)c1C
→ -1%	25

Further structures:
The line under a structure holds: Lipid storage S3	Lipid storage S3 cell count max
> Cn1c(SCc2ccccc2Cl)nc(C(F)(F)F)cc1=O
→ ?	nt
> CCc1ccccc1NC(=S)N1CCC(NC(=O)c2ccc(OC)cc2)CC1
→ -6%	-8
> O=C1c2ccccc2C(=O)N1c1n[nH]c(CCc2ccccc2)n1
→ 23%	-9
> Cc1ccc(CCNC(=O)C2CCCN(S(=O)(=O)c3cnc[nH]3)C2)cc1 (configuration not stated)
→ i	nt
> COc1ccc(N(CC(=O)N/N=C/c2cc3ccc(OC)cc3nc2Cl)S(=O)(=O)c2ccccc2)cc1
→ 6%	6
> CCCCCCn1c(O)c(/C=C2\C=NN=C2c2ccccc2)sc1=S
→ ?	nt
> Cn1c(SCc2ccc3c(c2)OCO3)nnc1-c1ccccc1
→ i	nt
> Cn1c(Cn2nnc(-c3ccccc3)n2)nnc1SCc1ccccc1Cl
→ ?	nt
> S=C(NCCCN1CCOCC1)Nc1ccc(Nc2ccccc2)cc1
→ ?	nt
> CS(=O)(=O)c1nsc2nc(=O)c(/C=C3\C=Nc4ccccc43)c(N)n12
→ 1%	-12
> COc1ccc(Br)cc1CN(C)CC(=O)Nc1c(Cl)cccc1Cl
→ 5%	7
> O=C(CCc1ccccn1)NC1CCCc2c1cnn2-c1ccc(F)cc1F (configuration not stated)
→ ?	nt
> COc1ccc(C(=O)NCc2nnc(SCC(=O)N3CCOCC3)o2)cc1
→ ?	nt
> O=C(CNC(=O)c1ccccc1F)NCc1cccnc1
→ i	-18
> Cc1ccc2c(c1)C(c1ccccc1)N(C(=O)c1ccccc1)CC(=O)N2 (configuration not stated)
→ 6%	7
> CCn1c(C)nc2cc(OC)ccc21
→ ?	nt
> Cc1c(C(=O)NCCCN2CCCC2=O)oc2c(Cl)cccc12
→ ?	nt
> Cc1csc(NC(=O)CSc2nnc(-c3ccncc3)o2)n1
→ ?	nt
> O=C(O)c1cccc(N2C(=O)C3CC=C(Cl)CC3C2=O)c1 (configuration not stated)
→ ?	nt
> COc1cc(/C=C2\N=C(c3ccccc3)OC2=O)ccc1OCc1c(C)no[n+]1[O-]
→ 10%	-1
> O=C(Nc1ccc(S(=O)(=O)N2CCCCC2)cc1)c1ccc(=O)[nH]c1
→ 7%	-2
> O=C1CSC(c2cccnc2)N1Cc1ccc(Cl)cc1 (configuration not stated)
→ 0%	4
> CCN1C(=O)[C@H]2[C@@H](c3ccc(-c4cccc(Cl)c4)c(OC)c3)N[C@@](Cc3ccccc3)(C(=O)OC)[C@H]2C1=O
→ i	-16
> Cc1ccc(S(=O)(=O)NC(=O)C2CCCCC2)cc1
→ ?	nt
> O=C1CCCc2nc(N3CCN(Cc4ccccc4)CC3)ncc21
→ ?	nt
> CCC(=O)c1ccc(OCC(=O)Nc2cc(S(=O)(=O)N3CCCCC3)ccc2N2CCN(CC)CC2)cc1
→ 20%	-5
> CC(=O)c1c(C)[nH]c(C(=O)Nc2cccc(C#N)c2)c1C
→ ?	nt
> C(=N/n1c2ccccc2c2ccccc21)/c1ccco1
→ ?	nt
> O=C(NCCN1C(=O)S/C(=C/c2ccccc2)C1=O)C1CCCN1C(=O)c1cccs1 (configuration not stated)
→ ?	nt
